PG9 Ab binder = binds the HIV-1 gp120 antibody PG9 | TR-FRET gp120-PG9 antibody binding | inhibition, % at 6.7 µM | 360,000 tested, 0.43% active; in the data active = inhibition above about 8.5%
TCR CD3 inh = inhibitors of human TCR-CD3 interaction; AID 651800; inhibition, % at 9.4 µM; 360,000 tested, 0.37% active; TAMRA-labeled TCR probe fluorescence, biochemical; in the data active = inhibition above about 19%;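 also: recombinant mutant TCR 2C K166C tagged with TAMRA read by polarization; 0% = receptor in buffer alone and 100% = receptor with positive control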
LEDGF integ inh = blocks HIV-1 LEDGF/p75-dependent DNA integration | AID 743269 | TR-FRET IN-LEDGF/p75 DNA integration, Eu/Cy5 | 370,000 tested, 0.64% active | inhibition, % at 3.7 µM;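 active = inhibition above the screen-wide mean plus 3 SD, cut at about 13% in these data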;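 also: signal is the Cy5 over europium emission ratio at 671 and 618 nm; 0% = plate median of compound wells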
UHRF1 MBD2 ctr = UHRF1 methyl-DNA binding inhibition. 370,000 tested, 0.75% active. UHRF1 binding to methylated oligo, TR-FRET. Q96T88. inhibition, % at 4.4 µM; in the data active = inhibition above about 21%;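 also: UHRF1 SRA domain binding a hemimethylated CpG hairpin DNA probe; 0% = median of test compound wells and 100% = reference inhibitor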
Target sequence (Q96T88 whole entry, looked up, the tested form may be a part): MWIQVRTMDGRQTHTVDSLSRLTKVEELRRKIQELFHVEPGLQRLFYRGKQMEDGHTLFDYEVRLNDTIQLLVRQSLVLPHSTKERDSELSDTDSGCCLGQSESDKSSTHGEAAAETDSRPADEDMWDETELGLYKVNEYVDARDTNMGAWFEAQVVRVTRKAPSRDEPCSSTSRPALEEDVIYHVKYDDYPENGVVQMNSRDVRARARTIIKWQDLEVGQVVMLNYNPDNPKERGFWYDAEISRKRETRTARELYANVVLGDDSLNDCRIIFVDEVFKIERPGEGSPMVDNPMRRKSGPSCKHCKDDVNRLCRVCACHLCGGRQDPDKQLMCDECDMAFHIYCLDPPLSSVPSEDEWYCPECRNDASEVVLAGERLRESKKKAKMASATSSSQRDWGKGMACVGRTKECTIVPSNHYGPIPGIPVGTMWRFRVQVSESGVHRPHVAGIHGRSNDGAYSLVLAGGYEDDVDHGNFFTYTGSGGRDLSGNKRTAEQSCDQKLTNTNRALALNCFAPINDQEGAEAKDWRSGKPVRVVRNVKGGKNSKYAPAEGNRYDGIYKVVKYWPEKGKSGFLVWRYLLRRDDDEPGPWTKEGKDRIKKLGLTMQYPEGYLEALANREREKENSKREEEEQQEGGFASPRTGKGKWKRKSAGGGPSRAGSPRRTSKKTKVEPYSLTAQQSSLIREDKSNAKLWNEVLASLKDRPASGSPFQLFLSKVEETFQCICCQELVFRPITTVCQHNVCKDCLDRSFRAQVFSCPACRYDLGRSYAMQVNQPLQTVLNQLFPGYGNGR
Rev-erbA mod = modulates human Rev-erb alpha binding to DNA; Rev-erbα–FITC-DNA binding, fluorescence polarization, 90 min; activity, % at 10 µM; 370,000 tested, 0.79% active;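 active = activity above about 14%, limit read from the data; passing the limit was not always enough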;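 also: 0% = DMSO wells with 35 nM protein and 100% = DMSO wells with 750 nM protein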
ABHD4 inh = inhibitors of mouse ABHD4 | 370,000 tested, 0.54% active | inhibition, % at 8.92 µM | purified mABHD4, FP-Rh probe fluorescence polarization | Q8VD66;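 active = inhibition exceeding the mean over every tested compound plus 3 SD, cut at about 30% in these data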;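 also: 0% = plate median of compound wells and 100% = S159A mutant with DMSO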
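system = mouse ABHD4 enzyme, wild type | medium = HEPES pH 7.0, NaCl, Pluronic buffer | also added = FP-Rh probe | incubation = Enzyme–compound pre-incubation 45 min, then probe 60 min, both 25 °C | technique = fluorescence polarization, excitation 525 nm, emission 598 nm, BODIPY TMR filters | controls = S159A mutant high control, sample median low control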
rCAG RNA binder = binds r(CAG) RNA repeats | r(CAG) RNA repeat, TO-PRO-1 dye displacement fluorescence | inhibition, % at 3 µM | 370,000 tested, 1.3% active | AID 651821;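 active = inhibition above the plate cutoff, the mean of all test compounds on that plate plus 3 SD, cut at about 35% in these data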;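 also: 0% = DMSO alone and 100% = 100 µM mitoxantrone as full dye displacement; higher means more dye released from RNA so lower well fluorescence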
HTRA1 inhibitor = inhibitors of human serine peptidase HTRA1; 340,000 tested, 0.5% active; recombinant HTRA1, FP-rhodamine activity-based probe, fluorescence polarization; inhibition, % at 5.96 µM; in the data active = inhibition above about 36%;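 also: 0% = enzyme with DMSO and 100% = wells lacking enzyme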
PRMT1 inh = inhibitors of human PRMT1. AID 652257. inhibition, % at 2.79 µM. 370,000 tested, 1.3% active. Q99873. recombinant PRMT1, activity-based probe fluorescence polarization;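 active = inhibition above about 21% made by adding two undisclosed values, limit read from the data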
MBD2 inh = blocks human MBD2 binding to methylated DNA. TR-FRET, MBD2 binding to methylated oligonucleotide. Q9UBB5. inhibition, % at 4.4 µM. 370,000 tested, 0.31% active; in the data active = inhibition above about 13%
* marks the source's active call; other numbers are inactive results; / = not tested or not shown. These rows are one share of the data (hit frequency here may not be typical).

SMILES | PG9 Ab binder | TCR CD3 inh | LEDGF integ inh | UHRF1 MBD2 ctr | Rev-erbA mod | ABHD4 inh | rCAG RNA binder | HTRA1 inhibitor | PRMT1 inh | MBD2 inh
CCNC(=S)N1CCC(C(N)=O)CC1 | 0.1 | 5.1 | 0.0 | 0.7 | 2.8 | 3.5 | -0.9 | -0.3 | 0.7 | 0.6
Cc1ccc(-c2nnn(CC(=O)N(CC(=O)NC3CCCCC3)c3cnc4ccccc4c3)n2)o1 | -1.4 | 2.4 | 7.5 | -6.2 | -2.5 | 0.4 | -0.5 | -11.3 | 4.2 | -0.9
O=C(NCc1ccco1)OC1CCC12CCC(c1ccccc1)CC2 (stereo not given) | / | / | 0.8 | 0.5 | 7.6 | -22.0 | / | / | 0.2 | -7.6
COc1ccc(S(=O)(=O)NC(=O)C2(C)CCN2C(=O)c2ccccc2CCc2ccccc2)cc1 (stereo not given) | -0.2 | 0.4 | -0.1 | -2.5 | 7.3 | 3.7 | 43.4* | / | 1.8 | -6.7
CCNc1c(NS(=O)(=O)c2ccc([N+](=O)[O-])cc2)c(=O)oc2ccccc12 | -0.7 | -2.4 | -0.8 | 0.0 | -3.1 | -0.7 | 1.8 | 12.1 | -0.9 | 0.1
COCCNC(=O)CN(C(=O)CCC(=O)Nc1nccs1)c1ccc2c(c1)OCO2 | -1.9 | 3.7 | 1.2 | -0.1 | -4.6 | -5.2 | -1.0 | -5.2 | -3.6 | 0.4
O=C(NCC1CCCO1)c1ccc(NC(=O)C2C3C=CC(C3)C2C(=O)O)cc1 (stereo not given) | -0.7 | 1.6 | 1.5 | -0.2 | -1.5 | -2.7 | -0.7 | 5.2 | -1.3 | 1.2
Cc1cccc2c(C(=O)N3CCN(c4ccccc4)CC3)cc(-c3ccncc3)nc12 | -1.9 | 2.4 | 3.0 | 3.8 | -0.5 | -5.2 | 4.6 | -16.7 | 4.2 | -0.8
Cn1c(Cn2c(=O)sc3ccccc32)nnc1SCC(=O)NCc1ccco1 | -0.3 | 1.2 | 1.0 | -0.9 | 0.0 | 3.9 | 3.0 | 5.5 | -2.3 | 3.3
COc1ccc(S(=O)(=O)NC(C(C)C)C(C)C)cc1OC | 1.9 | -6.5 | 6.0 | 5.0 | -3.0 | -6.4 | 1.5 | 11.9 | 0.4 | 6.4
COCCN1C(=O)c2ccccc2C(C(=O)NCc2ccco2)C1c1c[nH]c2ccccc12 (stereo not given) | -0.5 | 4.3 | -3.1 | -2.0 | 0.3 | 3.9 | -6.0 | 3.5 | 0.2 | -0.3
CC(C)n1c(SCC(=O)Nc2ccc(F)cc2)nnc1C1CC1 | -0.5 | -0.1 | 0.8 | -0.7 | -2.5 | -0.8 | -3.0 | -1.4 | 0.2 | 0.6
O=C(Nc1ccccc1C(=O)NC1CC1)c1ccccc1 | -1.6 | 3.0 | 1.4 | 0.8 | -5.9 | 11.4 | -0.6 | 4.5 | -1.1 | 0.6
O=C(NCCc1cccc(Cl)c1)c1cccc(-n2cnnn2)c1 | 1.7 | 5.0 | -0.6 | -2.5 | 2.1 | 1.4 | -2.4 | -9.8 | 1.3 | -0.9
CC1(C)CC(=O)c2cnc(NCc3ccco3)nc2C1 | -1.3 | 7.8 | 0.6 | 0.1 | -1.8 | 3.9 | -4.9 | 5.2 | -3.2 | -3.4
O=C(NCCc1ccccc1)c1c(F)c(F)c(F)c(F)c1F | 0.7 | 7.3 | -0.3 | 0.9 | 2.0 | -3.5 | -0.4 | 0.7 | 0.0 | -12.6
COc1ccc(Br)c(C=O)c1OS(=O)(=O)c1ccc(C)cc1 | 0.3 | 2.4 | 16.4* | -2.3 | -1.3 | -2.3 | 3.5 | -25.9 | 0.6 | -1.1
O=C(/C=C\c1cn(-c2ccccc2)nc1-c1cccs1)N1CCOCC1 | -1.5 | 0.0 | 6.2 | -0.8 | 1.0 | -21.1 | 3.6 | -38.1 | -2.8 | -5.3
COc1ccc(-c2cc(C(=O)NCc3cn(C)nc3C)c3ccccc3n2)cc1OC | -0.5 | 8.5 | -0.7 | -4.5 | 1.2 | -7.8 | 0.9 | -7.2 | 0.3 | -1.2
COc1ccccc1N1CCN(Cc2cc(Br)c(O)c3ncccc23)CC1 | -1.8 | 3.2 | 3.6 | -10.2 | -11.5 | 22.0 | 10.3 | 55.4* | 3.7 | -1.3
Cc1cccc(N2CCN(S(=O)(=O)c3ccc4c(c3)CC(C)N4C(=O)C3CC3)CC2)c1C (stereo not given) | -1.8 | 6.9 | -1.3 | -0.5 | -2.3 | -5.8 | 5.7 | -28.3 | -0.6 | 2.1
CC(=O)Nc1nc2ccccc2n1Cc1ccccc1C | 1.8 | 0.8 | 7.1 | 0.3 | -3.1 | 3.1 | -4.2 | 1.9 | 1.1 | 1.0
COc1ccc(-c2csc(NCCc3nc4cc(Cl)c(Cl)cc4n3CCCO)n2)cc1 | -0.2 | -1.6 | 0.4 | 0.3 | 4.3 | 11.9 | 6.6 | -24.6 | 3.8 | -0.9
CC(C)CSc1ncccc1-c1nc2ccccc2[nH]1 | / | / | -2.3 | 0.4 | 16.8* | 2.5 | 1.3 | / | 5.9 | 2.5

Part of the list above, set out differently.
COc1ccc(S(=O)(=O)NC(C(C)C)C(C)C)cc1OC
  PG9 Ab binder = 1.9	TCR CD3 inh = -6.5	LEDGF integ inh = 6.0	UHRF1 MBD2 ctr = 5.0	Rev-erbA mod = -3.0	ABHD4 inh = -6.4	rCAG RNA binder = 1.5	HTRA1 inhibitor = 11.9	PRMT1 inh = 0.4	MBD2 inh = 6.4
COCCN1C(=O)c2ccccc2C(C(=O)NCc2ccco2)C1c1c[nH]c2ccccc12 (stereo not given)
  PG9 Ab binder = -0.5	TCR CD3 inh = 4.3	LEDGF integ inh = -3.1	UHRF1 MBD2 ctr = -2.0	Rev-erbA mod = 0.3	ABHD4 inh = 3.9	rCAG RNA binder = -6.0	HTRA1 inhibitor = 3.5	PRMT1 inh = 0.2	MBD2 inh = -0.3
CC(C)n1c(SCC(=O)Nc2ccc(F)cc2)nnc1C1CC1
  PG9 Ab binder = -0.5	TCR CD3 inh = -0.1	LEDGF integ inh = 0.8	UHRF1 MBD2 ctr = -0.7	Rev-erbA mod = -2.5	ABHD4 inh = -0.8	rCAG RNA binder = -3.0	HTRA1 inhibitor = -1.4	PRMT1 inh = 0.2	MBD2 inh = 0.6
O=C(Nc1ccccc1C(=O)NC1CC1)c1ccccc1
  PG9 Ab binder = -1.6	TCR CD3 inh = 3.0	LEDGF integ inh = 1.4	UHRF1 MBD2 ctr = 0.8	Rev-erbA mod = -5.9	ABHD4 inh = 11.4	rCAG RNA binder = -0.6	HTRA1 inhibitor = 4.5	PRMT1 inh = -1.1	MBD2 inh = 0.6

Screens deposited in PubChem BioAssay by several laboratories.
